PNC assembly inh: blocks assembly of the perinucleolar compartment | PC3M PTB-GFP, PNC prevalence imaging, 16 h; hits give low values | activity change (PNC), negative = inhibition, % at 10 µM | 3.1% of 140,000 active;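 active = readout at or below -70, meaning at least 70% loss of cells showing the perinucleolar compartment, a nuclear body marking cancer cells; inconclusive = readout between -30 and a set limit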;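 note: plate controls were DMSO wells for no effect and camptothecin positive control wells for full effect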
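PC3M cells stably expressing PTB-GFP, 750–1000 cells/well, treated 16 h at 37 °C with compound (23 nl of library stock), in duplicate. After paraformaldehyde fixation and Hoechst stain, imaged at 20x; PNC prevalence scored by image analysis.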
ALOX15B inhib: inhibitors of human 15-lipoxygenase 2 (ALOX15B) | purified 15hLO-2, xylenol orange hydroperoxide absorbance | Potency, µM (top dose mostly 57.1 µM), without a hit: at the highest dose activity change, negative = inhibition, actives largely listed as inhibitors | 0.56% of 110,000 active | AID 881; note: potency is the fitted concentration of half-maximal effect; nearly all actives have a fitted effect of over 60% in size; many of its hits are not listed in these tables
Target sequence (O15296 whole entry, looked up): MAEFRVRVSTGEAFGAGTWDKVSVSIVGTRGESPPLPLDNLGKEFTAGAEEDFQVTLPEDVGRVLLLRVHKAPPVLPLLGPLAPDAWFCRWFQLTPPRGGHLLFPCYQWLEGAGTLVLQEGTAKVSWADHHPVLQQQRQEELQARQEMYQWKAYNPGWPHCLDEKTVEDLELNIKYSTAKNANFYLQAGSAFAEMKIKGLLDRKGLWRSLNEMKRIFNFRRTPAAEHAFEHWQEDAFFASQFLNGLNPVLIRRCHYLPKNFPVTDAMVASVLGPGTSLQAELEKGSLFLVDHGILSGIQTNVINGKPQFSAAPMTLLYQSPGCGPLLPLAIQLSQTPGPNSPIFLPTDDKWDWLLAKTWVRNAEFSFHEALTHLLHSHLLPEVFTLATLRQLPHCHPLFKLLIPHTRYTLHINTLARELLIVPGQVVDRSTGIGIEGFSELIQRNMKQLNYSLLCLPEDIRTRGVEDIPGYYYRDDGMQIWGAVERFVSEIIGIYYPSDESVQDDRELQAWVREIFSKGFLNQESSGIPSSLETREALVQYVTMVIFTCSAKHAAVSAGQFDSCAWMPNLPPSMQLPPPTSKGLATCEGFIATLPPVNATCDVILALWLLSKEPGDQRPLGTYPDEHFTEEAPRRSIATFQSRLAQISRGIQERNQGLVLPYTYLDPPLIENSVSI
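Enzyme 50 nM, AA 45 uM, 25 mM Hepes pH 7.5 + 0.01% Triton X-100; cpd preinc 15 min RT, rxn 90 min RT; stop/detect with 200 uM XO + 300 uM Fe(II) in 50 mM H2SO4, 30 min; A573/A405.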
ALOX12 inhib: 12-hLO (ALOX12) enzyme inhibition; 0.12% of 150,000 active; P18054; purified 12-hLO, xylenol orange hydroperoxide absorbance; Potency, µM (titrated, usually from 57.1 µM), for the others: top-dose activity change, negative = inhibition, hits mostly inhibitors; AID 1452; note: potency is the fitted concentration of half-maximal effect; nearly all actives have a fitted effect of over 55% in size; many of its hits are not listed in these tables
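Hydroperoxide output read as Fe(III)-xylenol orange absorbance, 573-to-405 nm ratio, after 30 min reaction with 40 uM arachidonic acid. Enzyme: 150 nM purified human 12hLO, 15 min compound preincubation; 25 mM Hepes pH 7.0, room temperature.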
IMPase cell inh: membrane-permeable compound that blocks inositol monophosphatase; P97697; CHO-M1 cells, IP1 accumulation, HTRF TR-FRET ratio; inhibition (IP1 accumulation), % at 46.1 µM; 120,000 tested, under 10 active; AID 901; active = well fitted curve in the direction sought with a large enough effect in the signal ratio, not every such curve was filed as active; inconclusive = small, poorly fitted or top-dose-only effect, or a change in a side signal; inactive = no such curve, though single readings can be large or run the other way; the % refers to the signal ratio;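 note: cells stimulated with carbachol in lithium chloride buffer; plate controls were DMSO basal wells for no effect and reference inhibitor wells for full effect; higher means more IMPase inhibition seen as more IP1 and lower FRET ratio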
Target sequence (P97697 whole entry, looked up): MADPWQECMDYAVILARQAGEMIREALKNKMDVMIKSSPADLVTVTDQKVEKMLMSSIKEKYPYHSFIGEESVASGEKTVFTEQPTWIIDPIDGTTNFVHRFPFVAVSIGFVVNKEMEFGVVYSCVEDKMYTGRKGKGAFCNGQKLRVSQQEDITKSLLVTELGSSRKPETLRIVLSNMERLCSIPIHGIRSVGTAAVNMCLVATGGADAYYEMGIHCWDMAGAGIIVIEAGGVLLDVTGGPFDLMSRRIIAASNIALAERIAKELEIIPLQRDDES
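The IP-One HTRF competitive assay in carbachol-stimulated CHO-M1 cells quantifies cellular IP1. Compounds spanned up to 46 uM final, and activity is expressed as AC50 from concentration-response fits of the ratio and donor data.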
Starred values were filed as active, the others as inactive; ? = inconclusive; . = not tested or not shown; [ ] = another dose, or the depositor's remark. Unless noted, calls come from the whole dose curve; as a rule, active = well fitted curve in the direction sought with a large enough effect; inconclusive = small, poorly fitted or top-dose-only effect, or another doubt; inactive = no such curve, though single readings can be large; an effect the other way counts as inactive or inconclusive. Unless noted, % is set by controls: 0 for no effect and ±100 for the full control effect.

| compound | ALOX12 inhib | ALOX15B inhib | PNC assembly inh | IMPase cell inh |
| --- | --- | --- | --- | --- |
| Cc1nn(C)cc1C(C(=O)NC1CCCCC1)N(C(=O)Cc1cccs1)c1ccc(C(C)C)cc1 (stereo unspecified) | -4% | 12% | -22 | -1 |
| CS(=O)(=O)N(CC(=O)NC1CCCC1)Cc1ccc(Cl)cc1 | 11% | -4% | 7 | -1 |
| CCCn1c2c(c(O)c(C(=O)Nc3ccc(OCC)cc3)c1=O)CCCC2 | -2% | 26% | -6 | -13 |
| CCn1c(SCC(=O)N2CCC(C)CC2)nnc1-c1ccc(S(=O)(=O)N2CCN(C)CC2)cc1 | 4% | 6% | ? | 7 |
| O=C(NC1CCCCCC1)c1c(O)c2ccccc2[nH]c1=O | -13% | -13% | -21 | 14 |
| Cc1ccc(NC(=O)/C(=C/c2cccs2)NC(=O)c2ccco2)cc1 | 1% | . | ? | 2 |
| O=C1NCCCC2c3c(cc(Br)c(O)c3Br)OC12N1CCOCC1 (stereo unspecified) | -5% | -11% | -2 | 21 |
| COC(=O)C1=NN(C(C)=O)C2(CC(=O)N(c3cccc(C)c3)C2=O)C1 (stereo unspecified) | 0% | . | 164 | . |
| COc1ccc(C)cc1S(=O)(=O)N(C)CC(=O)N1CCCCCC1 | 7% | 3% | -3 | -2 |
| CC(C)CNS(=O)(=O)c1ccc(CCC(=O)Nc2ccc3c(c2)OCO3)cc1 | 0% | -3% | ? | -1 |
| Cc1ccc(Cn2ccc(NC(=O)c3cc(-c4ccc(Br)cc4)on3)n2)cc1 | -2% | -2% | -3 | ? |
| CN1CSC2=C(C#N)C(c3cccc(OCc4ccccc4)c3)CC(=O)N2C1 (stereo unspecified) | -6% | ? | 27 | -2 |
| CCOC(=O)CN1C(=O)S/C(=C/c2ccc(OC)c([N+](=O)[O-])c2)C1=O | 1% | . | -24 | . |
| COc1ccc(C(=O)N(CN2CCCC2=O)c2ccc(C)cc2)cc1 | 9% | -1% | 5 | 0 |
| COCCCNC(=S)NC(=O)c1ccc([N+](=O)[O-])cc1 | -2% | . | ? | . |
| O=C(/C=C/c1ccc(F)cc1)Nc1cccc(S(=O)(=O)Nc2cccc(C(F)(F)F)c2)c1 | -1% | . | ? | . |
| Cc1nc(Cl)c(C(=O)NCCC(C)C)c(C)c1[N+](=O)[O-] | 2% | . | 23 | 8 |
| Cc1ccc(CNC(=O)COC(=O)c2ccc(S(=O)(=O)N3CCCC3)cc2)cc1 | 2% | -4% | 13 | -1 |
| C/C(=N/Nc1nc(-c2ccccc2)cc(-c2ccc(F)cc2)n1)c1cccc(N)c1 | -2% | . | ? | 7 |
| CC(C)(C)n1ncc2c(=O)n(CC(=O)Nc3ccccc3)cnc21 | -3% | 2% | 28 | 5 |
| O=C(C#Cc1ccccc1)c1cccc([N+](=O)[O-])c1 | -22% | -1% | -19 | 13 |
| CCN1CCN(CC(=O)Nc2cc(F)ccc2C)CC1 | 5% | 5% | 0 | 8 |
| O=C(COc1ccc2ccccc2c1)NCCNC(=O)COc1ccc2ccccc2c1 | -1% | 7% | 15 | ? |
| CCCCNC(=O)NS(=O)(=O)c1ccc(C(=O)OC(C)C)o1 | 2% | 12% | ? | -1 |
| CCOC(=O)/C(C#N)=C/c1cc(C)n(-c2ccccc2)c1C | -3% | ? | 25 | 12 |
| CCCOc1ccc(/C(O)=C2/C(=O)C(=O)N(CCN(C)C)C2c2ccc(OC)c(OC)c2)cc1 (stereo unspecified) | 1% | -13% | -16 | -5 |
| CC1=C(/C=C\C(=O)O)C(C)(C)CCC1 | 1%[11.4 µM] | -3%[11.4 µM] | . | . |
| N#Cc1c(NC(=O)CSc2ncn[nH]2)sc2c1CCCC2 | -9% | 14% | 14 | -2 |
| Cn1cccc1Cc1nnc(SCC(=O)Nc2cccc(F)c2)n1-c1ccc(F)cc1 | -1% | . | -29 | 9 |
| O=C(O)Cc1cc2c(s1)CCCCC2 | -3% | -1% | 48 | -15 |

Carrying on.
| compound | ALOX12 inhib | ALOX15B inhib | PNC assembly inh | IMPase cell inh |
| --- | --- | --- | --- | --- |
| CCCC1CC(=O)OC1(C)C(=O)CSc1n[nH]c(-c2ccccc2)n1 (stereo unspecified) | -13% | -5% | 36 | 13 |
| CCOc1ccc(NC(=O)C2CCC(C)(C(=O)O)C2(C)C)cc1 (stereo unspecified) | 4% | 1% | -13 | 11 |
| Cn1c(=O)c(-c2cccs2)nc2cnc(Oc3ccccc3)nc21 | 0% | -6% | . | . |
| Cc1ccc(-c2nn(-c3ccccc3)cc2C2CC(c3cccs3)=NN2C(=O)CCC(=O)O)cc1 (stereo unspecified) | -6% | -9% | 32 | 3 |
| CCOc1ccc(NC(=S)N(CCc2c(C)[nH]c3ccc(C)cc23)Cc2ccco2)cc1 | -1% | . | 46 | . |
| CC(=O)N1CCN=C1SCc1ccc(Br)cc1 | -3% | -2% | -9 | -3 |
| C/C(=N/NC(=O)CCCOc1ccc(Cl)cc1Cl)c1ccc(C)o1 | -6% | . | -4 | . |
| Cc1ccccc1CNCc1cccnc1 | -1% | 3% | -13 | 1 |
| CCOc1ccccc1Nc1nc(-c2sc(NC(=O)c3ccccc3)nc2C)cs1 | -6% | -12% | 25 | 5 |
| OCC1(C2=NOC(O)(C(F)(F)F)C2)CCCCC1 (stereo unspecified) | 1% | 1% | ? | 3 |
| CC(=O)N1CCN(c2nnnn2-c2ccccc2)CC1 | -7% | 2% | -28 | -3 |
| Cc1ccc(NC(=O)CN(C)C(=O)CCOc2cccc(C)c2)cc1 | 2% | . | -12 | -1 |
| COc1cc(-c2noc(C3CCCN(S(=O)(=O)c4cccc(Cl)c4)C3)n2)cc(OC)c1OC (stereo unspecified) | -6% | -3% | ? | 8 |
| Cc1ccc(S(=O)(=O)Nn2c(C)ccc2C)cc1 | -25% | ? | ? | 7 |
| CCN1CCN(C(=O)c2ccc(COc3ccc(Cl)cc3)o2)CC1 | 7% | 8% | -9 | 5 |
| CCCCC(=O)NCc1ccc2c(c1)cc(C)n2C | 1% | -8% | -10 | -8 |
| Cc1csc(SCc2c(C(=O)O)oc3ccccc23)n1 | 0% | -5% | 12 | 0 |
| Cc1cc(Nc2ccccc2Br)n2nc(C)nc2n1 | -3% | . | 16 | . |
| O=[N+]([O-])c1cc([N+](=O)[O-])c(N2CCOCC2)cc1NCc1ccccc1 | 0% | -5% | ? | 3 |
| O=C(NCCc1cccs1)C12CN(Cc3ccccc3)CC1C(c1cccc([N+](=O)[O-])c1)=NO2 (stereo unspecified) | 2% | 1% | ? | 12 |
| CN1CCN(C(=O)c2ccc(-n3cccc3)cc2)CC1 | 9% | . | ? | 1 |
| O=C(CNC(=O)C(c1ccccc1)c1ccccc1)N/N=C\c1ccc2c(c1)OCO2 | 5% | . | 27 | . |
| COC(=O)Nc1c(C)n(C)n(-c2ccccc2)c1=O | -4% | -1% | -26 | -4 |
| Cc1ccc(C(=O)NNC2=Nc3cccc4cccc2c34)cc1 | 0% | . | 38 | 8 |
| Cc1cccc(SCc2noc(C(=O)NC(C)C)c2C(=O)O)c1 | 4% | 3% | 94 | -13 |
| O=c1ccc2cc(S(=O)(=O)N3CCN(c4ccccc4)CC3)ccc2o1 | 0% | 2% | 23 | -2 |
| CC1Nc2nc(N(C)C)[nH]c(=O)c2NC1C (stereo unspecified) | -1% | . | -13 | . |
| Cc1cccc(-c2nnc3sc(-c4ccccc4C)nn23)c1 | -17% | 26% | 23 | 5 |
| COC(=O)c1ccc(Nc2nc(C)cc(C)n2)cc1 | -1% | -1% | -5 | -29 |
| C/C(=N\OC(=O)c1ccc(F)cc1)c1sc(-c2ccccc2)nc1C | -5% | -5% | 12 | 5 |

7 entries from above, arranged by number of heavy atoms, ascending:
| compound | ALOX12 inhib | ALOX15B inhib | PNC assembly inh | IMPase cell inh |
| --- | --- | --- | --- | --- |
| Cc1ccccc1CNCc1cccnc1 | -1% | 3% | -13 | 1 |
| COC(=O)Nc1c(C)n(C)n(-c2ccccc2)c1=O | -4% | -1% | -26 | -4 |
| Cc1csc(SCc2c(C(=O)O)oc3ccccc23)n1 | 0% | -5% | 12 | 0 |
| C/C(=N/NC(=O)CCCOc1ccc(Cl)cc1Cl)c1ccc(C)o1 | -6% | . | -4 | . |
| C/C(=N\OC(=O)c1ccc(F)cc1)c1sc(-c2ccccc2)nc1C | -5% | -5% | 12 | 5 |
| CCOc1ccccc1Nc1nc(-c2sc(NC(=O)c3ccccc3)nc2C)cs1 | -6% | -12% | 25 | 5 |
| COc1cc(-c2noc(C3CCCN(S(=O)(=O)c4cccc(Cl)c4)C3)n2)cc(OC)c1OC (stereo unspecified) | -6% | -3% | ? | 8 |

Next section.
| compound | ALOX12 inhib | ALOX15B inhib | PNC assembly inh | IMPase cell inh |
| --- | --- | --- | --- | --- |
| Cc1nnc(NC(=O)c2sc3ccccc3c2Cl)s1 | -4% | -15% | -13 | -7 |
| O=C(O)c1cccc(CSc2nnc(-c3ccco3)o2)c1 | 4% | 4% | 54 | -7 |
| COc1ccc(NC(=O)C2CCN(C(=O)c3cccs3)CC2)c(OC)c1 | 0% | -7% | -8 | -5 |
| COC(=O)c1cccc(COC(=O)c2ccccc2NC(=O)c2ccco2)c1 | -2% | -2% | -8 | -1 |
| CC(=O)NCCNc1nc(-c2ccccc2C(F)(F)F)nc2ccccc12 | 4% | 6% | . | . |
| CCOc1ccccc1NC(=O)c1cc(CC(C)C)oc1C | -4% | -10%[11.4 µM] | ? | -3[1.84 µM] |
| CCC(Sc1ncnc2c1c(-c1ccccc1)cn2-c1ccc(OC)cc1)C(=O)OC (stereo unspecified) | -4% | . | 6 | 19 |
| Cc1ccc(C)n1-c1sc2c(c1C#N)CCCC2 | -23% | . | -100* | 1 |
| COc1ccc2c(c1)OC(=O)CC2c1ccc2c(c1)OCO2 (stereo unspecified) | -4%[0.00818 µM] | -25%[0.0915 µM] | . | . |
| O=C(C/C=N/OCc1ccccc1F)c1cnc(-c2ccc(Cl)cc2)s1 | -6% | . | -11 | 4 |
| O=c1[nH]c2ccc(Cl)cc2c(-c2ccccc2)c1N1CCN(CCO)CC1 | -2% | 50%[activator] | 5 | -2 |
| O=C(Cn1cnc2c(nnn2-c2ccccc2)c1=O)N1CCCc2ccccc21 | -4% | -2% | ? | 7 |
| Cc1nn(CC(=O)Nc2cc(S(=O)(=O)N(C)C)ccc2Cl)c(C)c1[N+](=O)[O-] | -1% | . | 16 | . |
| Clc1ccc2nc3ccccn3c2c1 | -6% | 11% | ? | -9 |
| COCCCNC(=O)C1CCN(c2ncccn2)CC1 | -9% | -2% | ? | ? |

A different layout for some results above:
> O=C(COc1ccc2ccccc2c1)NCCNC(=O)COc1ccc2ccccc2c1
- ALOX12 inhib = -1%
- ALOX15B inhib = 7%
- PNC assembly inh = 15
- IMPase cell inh = ?
> COCCCNC(=O)C1CCN(c2ncccn2)CC1
- ALOX12 inhib = -9%
- ALOX15B inhib = -2%
- PNC assembly inh = ?
- IMPase cell inh = ?
> C/C(=N/Nc1nc(-c2ccccc2)cc(-c2ccc(F)cc2)n1)c1cccc(N)c1
- ALOX12 inhib = -2%
- ALOX15B inhib = .
- PNC assembly inh = ?
- IMPase cell inh = 7

Screens as filed in PubChem.

No enrichment for hits; overall some 3.1% were active at least once.
